Pol beta inh = blocks human DNA polymerase beta activity; P06746; Pol beta primer extension/strand displacement, fluorescence kinetic; Potency, µM (top dose mostly 114 µM), for the others: top-dose activity change, negative = inhibition, actives largely listed as inhibitors; 340,000 tested, 1.3% active; AID 485314; further: potency means the concentration at half of the fitted maximal effect; on the % scale 0 is the no-effect control and ±100 the full control effect
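Kinetic readout of DNA synthesis with strand displacement by Pol beta. Compound and 10 nM enzyme sit 15 min at room temperature; 50 nM substrate starts the reaction, read immediately and at 10 min.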
Pol iota inh = inhibitors of human DNA polymerase iota; Q9UNA4; Pol iota fluorescent replication assay, 10 min; Potency, µM (highest dose often 115 µM), without a hit: top-dose activity, negative = inhibition, hits mostly inhibitors; 390,000 tested, 1% active; AID 588590; further: potency means the concentration at half of the fitted maximal effect
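Pol iota at 10 nM preincubated 15 min with compounds at room temperature; reaction started with fluorescent substrate, 50 nM final. Fluorescence read kinetically at 0 and 10 min; buffer-only wells as negative control.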
TRHR ag = TRH receptor (human) agonism. TRHR cells, calcium flux fluo-8, FDSS agonist mode. activation, % at 2 µM. 360,000 tested, 0.18% active. AID 493084; in the data active means activation above about 30%; further: 0% is about no effect
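TRHR-expressing cells, plated overnight in medium with 10% serum, were loaded with fluo-8 calcium dye at room temperature. After a 10 s baseline, library compound was pin-added and calcium release was recorded kinetically (ex 480/em 530) as agonist response.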
ALOX12 inh = blocks human arachidonate 12S-lipoxygenase. purified 12hLO, xylenol orange hydroperoxide absorbance. Potency, µM (titrated, usually from 108 µM), for the others: at the highest dose activity change, negative = inhibition, actives largely listed as inhibitors. 580,000 tested, 1.1% active. AID 1671190; further: potency means the concentration at half of the fitted maximal effect; on the % scale 0 is the no-effect control and ±100 the full control effect
Target sequence (P18054 whole entry, looked up): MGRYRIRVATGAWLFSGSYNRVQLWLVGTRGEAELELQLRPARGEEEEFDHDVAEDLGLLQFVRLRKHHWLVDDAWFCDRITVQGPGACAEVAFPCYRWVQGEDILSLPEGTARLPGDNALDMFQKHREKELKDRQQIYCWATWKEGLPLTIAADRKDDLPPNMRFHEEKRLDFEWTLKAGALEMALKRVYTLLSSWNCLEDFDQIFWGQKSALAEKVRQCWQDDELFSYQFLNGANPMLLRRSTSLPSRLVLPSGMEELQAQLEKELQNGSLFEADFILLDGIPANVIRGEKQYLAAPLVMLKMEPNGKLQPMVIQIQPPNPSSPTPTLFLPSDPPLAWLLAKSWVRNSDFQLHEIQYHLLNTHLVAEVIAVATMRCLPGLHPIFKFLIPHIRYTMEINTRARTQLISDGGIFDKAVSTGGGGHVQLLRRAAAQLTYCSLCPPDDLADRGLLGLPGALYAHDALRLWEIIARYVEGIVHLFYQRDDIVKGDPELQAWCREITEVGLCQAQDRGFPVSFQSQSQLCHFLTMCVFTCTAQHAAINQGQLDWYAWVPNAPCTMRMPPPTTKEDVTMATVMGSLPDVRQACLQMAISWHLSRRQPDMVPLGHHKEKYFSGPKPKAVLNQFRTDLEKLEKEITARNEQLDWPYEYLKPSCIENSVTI
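Purified human 12hLO (150 nM final) in 25 mM Hepes, 0.01% Triton X-100, pH 7.0 was preincubated 15 min at room temperature with compound. Then 40 uM arachidonic acid was added, 30 min. Hydroperoxide was read by Fe-XO absorbance ratio 573/405 nm.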
ERG-DNA inh = inhibitors of human ERG Ets domain-DNA interaction; 370,000 tested, 0.028% active; AID 624246; Potency, µM (top dose mostly 76.9 µM), without a hit: top-dose FP activity, negative = inhibition, usual class: inhibitors; fluorescence polarization, His-ERG Ets domain / labelled DNA; active means well fitted inhibition curve with a large enough effect in the polarisation, with a control signal flat; inconclusive means small, poorly fitted or top-dose-only effect, or effect the other way, or a change in a side signal; inactive means no such curve, though single readings can be large or run the other way; the % refers to the polarisation;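 further: polarization taken with two DNA probes labelled with fluorescein and Texas red; potency means the concentration at half of the fitted maximal effect; % of control where 0% means no effect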
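His-tagged ERG Ets domain (1 uM in the protein solution; 300mM KCl, 50mM Tris-HCl, 1mM EDTA, 1mM DTT, pH 7.5) received compound, then a probe mix of 5 nM fluorescein-DNA and 100nM Texas-615-DNA. Fluorescence polarization was read for both dyes.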
Pol kappa inh = DNA polymerase kappa (human) inhibition; purified Pol kappa, fluorescent DNA synthesis assay, 10 min; Potency, µM (doses to about 107 µM), inactives show top-dose activity, negative = inhibition, most hits filed as inhibitors; 400,000 tested, 0.53% active; further: potency means the concentration at half of the fitted maximal effect; on the % scale 0 is the no-effect control and ±100 the full control effect
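50 nM final substrate added after 15 min RT preincubation of 10 nM Pol kappa with compound; fluorescence read at 0 and 10 min.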
Apoferritin bind = candidate novel general anesthetic via apoferritin binding; AID 485281; apoferritin/1-aminoanthracene competitive binding, fluorescence; 350,000 tested, 0.074% active; Potency, µM (top dose mostly 77.5 µM), inactives show at the highest dose activity change, negative = displacement, hits mostly inhibitors; further: potency means the concentration at half of the fitted maximal effect; on the % scale 0 is the no-effect control and ±100 the full control effect; nearly all actives have a fitted effect of over 20% in size
Target sequence (P02791 2-175 limits assumed): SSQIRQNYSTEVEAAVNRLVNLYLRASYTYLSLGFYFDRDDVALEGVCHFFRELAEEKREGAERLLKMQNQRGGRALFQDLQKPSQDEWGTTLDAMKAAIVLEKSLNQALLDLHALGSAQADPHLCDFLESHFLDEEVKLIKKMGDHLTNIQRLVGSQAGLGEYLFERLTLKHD
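Probe: 1-aminoanthracene (50% saturated, PBS). Protein: horse-spleen apoferritin, 10 uM. Incubation: 10 min, room temperature. Detection: 380 nm excitation, 535 nm emission. Analysis: normalized response, four-parameter Hill.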
APE1 inh = inhibitors of human APE1 endonuclease | P27695 | recombinant APE1, TAMRA/BHQ-2 abasic DNA cleavage fluorescence | Potency, µM (series often up to 65.8 µM), inactives show at the highest dose activity change, negative = inhibition, hits mostly inhibitors | 350,000 tested, 0.35% active | AID 2517;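 further: potency means the concentration at half of the fitted maximal effect; plate controls were vehicle for no effect and reference inhibitor for full effect; nearly all actives have a fitted effect of over 55% in size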
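Quantitative HTS: incision of a TAMRA/BHQ-2 double-stranded substrate bearing a tetrahydrofuran abasic site by 0.75 nM APE1 raises fluorescence. Substrate 50 nM final, added after 15 min compound preincubation at room temperature; progress as third-minus-first kinetic read difference.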
BLM helicase inh = blocks DNA unwinding by human BLM helicase; AID 2528; recombinant BLM DNA unwinding, fluorescence dequenching; Potency, µM (series often up to 56.1 µM), without a hit: at the highest dose activity change, negative = inhibition, actives largely listed as inhibitors; 350,000 tested, 0.2% active; P54132;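 further: potency means the concentration at half of the fitted maximal effect; plate controls were vehicle for no effect and no enzyme for full effect; nearly all actives have a fitted effect of over 35% in size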
* marks the source's active call; other numbers are inactive results; i = inactive; ? = inconclusive; · = not tested or not shown; [ ] = another dose, or the depositor's remark. Unless noted, the call rests on the fitted dose curve; in most records, active means well fitted curve in the direction sought with a large enough effect; inconclusive means small, poorly fitted or top-dose-only effect, or another doubt; inactive means no such curve, though single readings can be large; an effect the other way counts as inactive or inconclusive. A portion of the library; the hit share may differ from the screen's.

SMILES	Pol beta inh	Pol iota inh	TRHR ag	ALOX12 inh	ERG-DNA inh	Pol kappa inh	Apoferritin bind	APE1 inh	BLM helicase inh
Cn1c(=O)c2c(SCc3ccccc3)nc(-c3ccco3)nc2n(C)c1=O	0%	·	-0.1	·	·	·	4%	4%	-2%
O=S1(=O)c2ccc(Br)cc2N2CCC[C@@H]2CN1Cc1ccccc1	·	2%	·	-31%	5%	-16%	·	20%	·
Cc1[nH]n(-c2cccc3ccccc23)c(=O)c1/C=N/c1sc2c(c1C#N)CCC2	?	-17%	-0.5	?	13%	-23%	?	16%	-3%
CCOc1ccccc1NC(=O)Cn1c(=O)n(Cc2ccc(C(=O)NCCCOC)cc2)c(=O)c2ccccc21	-18%	18%	-0.7	-7%	9%	0%	?	·	-12%
Cc1cc(C)c(COc2ccc(/C=N/n3c(C)n[nH]c3=S)cc2)c(C)c1	12%	-5%	-1.4	?	-5%	-22%	?	-2%	-11%
COc1ccc(C(=O)Nc2ccc(Cl)cc2F)cc1S(=O)(=O)N1CCCC1	·	4%	-0.4	28%	-1%	-3%	·	-1%	·
CCCCn1c(N)c(N(CC)C(=O)c2ccc(C)cc2)c(=O)[nH]c1=O	44%	76%[activator]	1.7	-9%	-4%	4%	9%	12%	3%
O=C(C1CCCC1)N1CCN(S(=O)(=O)c2ccc(F)cc2)CC1	9%	25%	-0.2	5%	-10%	2%	-2%	-1%	-2%
O=C(Nc1ccc2ccccc2c1)c1cccnc1	10%	-5%	-0.9	-12%	-19%	-7%	-11%	-10%	-1%
O=C(CSCc1ccccn1)Nc1ccccc1	1%	-2%	1.2	-16%	-9%	-3%	5%	2%	-1%
CCOc1ccccc1NC(=O)CSc1nc2cc(OC)c(OC)cc2c2nc(CCn3c(C)nc4ccccc43)nn12	-19%	-13%	0.1	2%	1%	-20%	-3%	·	0%
S=C(NCCCN1CCOCC1)Nc1cccc(Cl)c1	49%	129%[activator]	-0.1	0%	-8%	-14%	-5%	-3%	1%
O=C1NC(=Nc2cccnc2)S/C1=C/c1ccc(F)cc1	37%	9%	0.8	45%[activator]	-4%	-8%	-2%	-8%	-3%
COC(=O)c1cc2nc(-c3ccc(C)cc3)cc(C(F)(F)F)n2n1	2%	84%[activator]	-0.4	0%	-7%	-9%	-7%	2%	3%
O=C(NCc1ccncc1)c1c(F)c(F)c(F)c(F)c1F	9%	?	0.8	7%	7%	-4%	4%	-1%	-2%
COc1ccc(-c2oc3ncn4nc(-c5ccccc5Br)nc4c3c2-c2ccc(OC)cc2)cc1	?	15%	-0.8	-30%	-1%	-16%	4%	·	-6%
Cc1cc(C)cc(N(CC(=O)Nc2ccccc2-c2ccccc2)S(=O)(=O)c2ccccc2)c1	0%	11%	-2.4	-8%	-4%	-8%	38%[activator]	9%	-1%
O=C(O)c1cc(-c2ccc(Cl)c(Cl)c2)n(-c2ccccc2)n1	11%	44%[activator]	-0.5	2%	-1%	-14%	4%	1%	-7%
COc1ccc(S(=O)(=O)N2CCC(NC(=O)OCc3c(Cl)cccc3Cl)CC2)cc1	5%	7%	-0.1	0%	-6%	-8%	-9%	-8%	-5%
COc1ccc(NC(=O)C(c2ccc(C)cc2)N(C)C(=O)CC2NC(=O)NC2=O)cc1 (stereo not drawn)	-3%	95%[activator]	0.5	0%	1%	-4%	-3%	1%	-5%
CC(C)(CNC(=O)c1sc2cc(Cl)ccc2c1Cl)N1CCOCC1	·	23%	0.1	-17%	-2%	-4%	·	-6%	·
O=C(NCc1cccc(Cl)c1)c1oc(=O)c2ccccc2c1-c1ccccc1	9%	22%	0.1	-3%	6%	-12%	0%	·	-4%
O=C(Nc1cccc(Cl)c1Cl)c1snnc1-c1ccccc1	7%	2%	0.3	0%	2%	-19%	?	-2%	1%
O=C(NCC(=O)N(Cc1ccccc1)C(C(=O)NCC1CCCO1)c1ccccc1)c1cccs1 (stereo not drawn)	22%	-8%	-0.1	2%	·	-7%	-6%	2%	0%
CC(C#Cc1ccc2c(c1)COc1c3ccccc3nn1-2)OC(C)(C)C (stereo not drawn)	·	-20%	-0.3	-9%	-5%	-8%	·	1%	·

An excerpt from above, showing only Pol kappa inh and ERG-DNA inh.
mol	Pol kappa inh	ERG-DNA inh
Cc1cc(C)cc(N(CC(=O)Nc2ccccc2-c2ccccc2)S(=O)(=O)c2ccccc2)c1	-8%	-4%
O=C(O)c1cc(-c2ccc(Cl)c(Cl)c2)n(-c2ccccc2)n1	-14%	-1%
COc1ccc(S(=O)(=O)N2CCC(NC(=O)OCc3c(Cl)cccc3Cl)CC2)cc1	-8%	-6%
COc1ccc(NC(=O)C(c2ccc(C)cc2)N(C)C(=O)CC2NC(=O)NC2=O)cc1 (stereo not drawn)	-4%	1%

The listing continues:
SMILES	Pol beta inh	Pol iota inh	TRHR ag	ALOX12 inh	ERG-DNA inh	Pol kappa inh	Apoferritin bind	APE1 inh	BLM helicase inh
CCOC(=O)Cc1nnc2c(Nc3ccc(Cl)cc3)nc3nonc3n12	9%	?	1.3	?	1%	-16%	?	0%	-9%
COc1ccccc1NC(=O)c1c(NCc2ccc(C)o2)sc2c1CCCCC2	?	?	0.8	?	1%	-14%[60.1 µM]	-10%	·	-5%
COc1cc(C(C)=O)ccc1OCc1nnc(-c2ccccc2Br)o1	?	-12%	0.1	11%	1%	-9%	-10%	-18%	-1%
COC(=O)Cc1[nH]n(-c2ccccc2)c(=O)c1C=Nc1ccc(C)cc1	3%	?	0.0	-3%	-2%	-21%	2%	1%	0%
Cn1c(SCc2ccccc2)nnc1-c1ccco1	-2%	24%	0.2	21%	-1%	-19%	-14%	1%	2%
CCN(CC)C(=O)CSc1nc2ccccc2c(=O)n1Cc1ccco1	-1%	-3%	-0.8	-16%	0%	-5%[60.1 µM]	-4%	·	1%
O=C(Nc1cccc(O)c1)c1ccc(NC(=O)C2CCCO2)cc1 (stereo not drawn)	16%	25%	0.3	-13%	5%	-8%	-7%	36%	-4%
O=C(NNC(=O)c1ccc(-c2ccccc2)cc1)Nc1ccccc1	·	?	·	i	5%	2%	·	·	·
Cc1nc2ccc(NC(=O)NCc3ccco3)cc2s1	-12%	-12%[58.9 µM]	-1.7	-5%	5%	-13%	-1%	1%	0%
COc1cccc(C(=O)Nc2nc(-c3nnn(-c4ccccc4C(F)(F)F)c3C)ns2)c1	37%	-2%	1.1	14%	0%	21%	?	·	-2%
Nc1ccccc1C(=O)Nc1ccc(Cl)cc1Cl	-1%	21%	-1.7	-22%	-11%	-8%	8%	0%	-9%
Cc1nnc(Oc2ccc([N+](=O)[O-])cc2)c2ccccc12	1%	25%	-0.7	9%	-7%	-2%	-6%	2%	-5%
O=C(NN1CCOCC1)c1cc(-c2ccc(Cl)c(Cl)c2)nc2ccccc12	?	5%	0.1	-2%	2%	0%	-5%	?	1%
Cc1cc(C)cc(C(=O)NCC(=O)N2CCC(C(N)=O)CC2)c1	·	14%	·	4%	-4%	0%	·	6%	·
CC(C)(C)c1ccc(C(=O)C2CCCN(C(=O)c3ccccn3)C2)cc1 (stereo not drawn)	-2%	18%	0.9	-15%	2%	8%	?	0%	-4%
CCn1c(=O)n(CCc2ccccc2)c(=O)c2c3c(sc21)CCCC3	0%	7%[58.9 µM]	0.1	-24%	-9%	-3%	-2%	8%	-4%
Cc1cc(CC(=O)O)n(C)c1C(=O)c1ccc(Cl)cc1	·	15%	0.1	-5%	-1%	15%	-11%	8%	2%
O=C(NCc1ccco1)C1CCN(S(=O)(=O)c2ccc(-n3cnnn3)cc2)CC1	4%	2%	0.9	2%	2%	-1%	-10%	-1%	-2%
COc1ccccc1OCCn1c(NC(=O)c2ccc(Cl)cc2)nc2ccccc21	4%	-23%	1.1	-1%	0%	-17%	-4%	·	-1%
CC(C)NS(=O)(=O)c1ccc(CCC(=O)NCc2ccccn2)cc1	12%	22%	0.2	14%	-10%	0%	-3%	30%	-8%
Cn1c(=O)n(CC(=O)NCC2CCCO2)c(=O)c2c3c(sc21)CCCC3 (stereo not drawn)	2%	32%[activator]	-0.3	22%	9%	16%	-5%	33%	0%
O=C(N/N=C/c1c(-c2ccccc2)[nH]c2ccccc12)c1cccnc1	?	-26%	-0.7	6%	0%	-23%	6%	-6%	-23%
COc1cccc(C(=O)Oc2ccc3ccc(O)cc3c2)c1	3%	17%	0.2	·	2%	-1%	?	0%	-10%
Cc1ccc(C(=O)CSc2n[nH]c(C)n2)cc1	32%	-4%	-0.1	-23%	10%	-1%	-15%	0%	2%
O=C(NCc1n[nH]c(=S)n1-c1ccc(F)cc1)c1ccc(S(=O)(=O)N2CCOCC2)cc1	21%	-6%	0.5	-13%	3%	-3%	8%	?	3%
Fc1ccccc1Oc1nc(-c2ccncc2)nc2ccccc12	4%	21%	-0.1	116%[activator]	7%	-2%	2%	10%	-7%
Cc1ccc(S(=O)(=O)NCCC(=O)NCC(c2cccs2)N2CCOCC2)cc1 (stereo not drawn)	·	2%	1.7	15%	4%	0%	·	-4%	·
CC(C)CCOP(=O)(c1ccc(N(C)C)cc1)C(O)c1ccc(N(C)C)cc1 (stereo not drawn)	0%	-2%	-0.3	-5%	-10%	-11%	6%	10%	-2%
COc1ccc(C(=O)C[n+]2cccc(C)c2)cc1	48%	8%	0.2	-28%	-3%	-22%	5%	13%	-7%
O=C(NCC(c1cccnc1)N1CCOCC1)c1cccc(Cl)c1 (stereo not drawn)	?	6%	0.3	-15%	1%	-18%	-6%	-3%	3%

High-throughput results from PubChem BioAssay.
